# Screens: PubChem BioAssay, The Scripps Research Institute Molecular Screening Center
# M4 antag: human M4 muscarinic receptor antagonists, primary screen, CHO cells, Fluo-8 calcium fluorescence. Muscarinic acetylcholine receptor M4 (Homo sapiens), P08173. CHO-hM4 cells, ACh EC80. inhibition, % at 3 µM. 0.73% of 360,000 active. AID 624125, 2012;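 active means inhibition above its plate's cutoff, the mean inhibition of sample wells plus 3 SD, cut at about 27% in these data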;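 further: 0% = acetylcholine EC80 with DMSO and 100% = DMSO without agonist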
# M5 ag: human M5 muscarinic receptor agonists, primary screen, CHO-K1 cells, Fluo-8 calcium fluorescence | Muscarinic acetylcholine receptor M5 (Homo sapiens), P08912 | CHO-K1 hM5 cells; 0% DMSO wells, 100% maximal acetylcholine response | activation, % at 3 µM | 0.19% of 360,000 active | AID 624037, 2012;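 active means activation above the run's mean over test compounds plus 3 SD, cut at about 23% in these data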;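 further: signal is peak over basal fluorescence ratio across the kinetic read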
# Target sequence (P08912 whole entry, looked up): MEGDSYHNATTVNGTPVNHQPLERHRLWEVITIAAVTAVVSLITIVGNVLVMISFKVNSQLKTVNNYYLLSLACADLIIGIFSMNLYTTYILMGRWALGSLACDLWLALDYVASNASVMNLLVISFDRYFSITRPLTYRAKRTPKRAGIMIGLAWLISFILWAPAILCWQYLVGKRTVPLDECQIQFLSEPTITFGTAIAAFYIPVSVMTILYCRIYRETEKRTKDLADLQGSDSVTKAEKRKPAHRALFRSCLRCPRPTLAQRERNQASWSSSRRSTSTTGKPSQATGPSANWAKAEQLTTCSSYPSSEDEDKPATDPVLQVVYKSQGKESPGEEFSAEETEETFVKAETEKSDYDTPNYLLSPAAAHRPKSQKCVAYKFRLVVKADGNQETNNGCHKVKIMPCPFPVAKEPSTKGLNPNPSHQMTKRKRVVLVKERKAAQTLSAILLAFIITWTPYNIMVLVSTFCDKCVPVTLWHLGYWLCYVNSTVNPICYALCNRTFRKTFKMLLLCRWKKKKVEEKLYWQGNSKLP
# CHRM5 PAM: human M5 muscarinic receptor positive allosteric modulators, primary screen, CHO-K1 cells, Fluo-8 calcium fluorescence | CHO-K1 hM5, ACh EC20 PAM; 0% = ACh EC20, 100% = ACh EC100 | AID 624038, 2012 | Muscarinic acetylcholine receptor M5 (Homo sapiens), P08912 | 0.3% of 360,000 active | activation, % at 3 µM;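 active means activation above the run cutoff, the mean activation of all test compounds plus 3 SD, cut at about 18% in these data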
#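 system = human M5 receptor in CHO-K1 cells | compound = one concentration, 3 µM final (nominal) | schedule = Post-acetylcholine fluorescence recording 140 s | signal = Fluo-8 calcium dye fluorescence, kinetic read | benchmarks = low control EC20 acetylcholine (0%), high control EC100 acetylcholine (100%) | repeats = singlicate, one well per test compound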
# M4 ag: human M4 muscarinic receptor agonists, primary screen, CHO-K1 cells, Fluo-8 calcium fluorescence. AID 624127, 2012. 0.14% of 360,000 active. activation, % at 3 µM. CHO-K1 hM4/Gqi5; vehicle 0%, full acetylcholine response 100%;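 active means activation above the run mean over all test wells plus 3 SD, cut at about 32% in these data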;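 further: peak over basal fluorescence ratio per well then scaled between controls; 0% = DMSO wells and 100% = acetylcholine at EC100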
# M1 ag: human M1 muscarinic receptor agonists, primary screen, Fluo-8 calcium fluorescence, CHO-K1 cells, HTS | Muscarinic acetylcholine receptor M1 (Homo sapiens), P11229 | CHO-K1 hM1, agonist mode; 0% DMSO, 100% acetylcholine EC100 | activation, % at 3 µM | 0.33% of 360,000 active | AID 588814, 2011;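 active means activation above the run's mean compound activation plus 3 SD, cut at about 16% in these data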;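 further: peak over basal fluorescence ratio within a 140 s kinetic read after compound addition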
# M1 PAM: human M1 muscarinic receptor positive allosteric modulators, primary screen, CHO-K1 cells, Fluo-8 calcium fluorescence, 1536-well | CHO-K1 hM1, ACh EC20; 0% = ACh EC20, 100% = maximal ACh | activation, % at 3 µM | 0.088% of 360,000 active | AID 588819, 2011; in the data active means activation above about 19%, passing the limit was not always enough
# M1 antag: human M1 muscarinic receptor antagonists, primary screen, CHO-K1 cells, Fluo-8 calcium fluorescence, 1536-well; AID 588852, 2011; inhibition, % at 3 µM; 1.3% of 360,000 active; CHO-K1 hM1, ACh EC80 antagonist; Muscarinic acetylcholine receptor M1 (Homo sapiens), P11229;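 active means percent inhibition above its own plate's cutoff, namely the mean of that plate's compound wells plus 3 SD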;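 further: peak over basal fluorescence ratio during 140 s after agonist addition; 0% = ACh EC80 plus DMSO and 100% = DMSO alone without agonist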
# TAAR1 agonist: human TAAR1 agonists, primary screen, Fluo-8 calcium fluorescence, CHO RD-HGA16 cells; Trace amine-associated receptor 1 (Homo sapiens), Q96RJ0; vehicle wells 0%, saturating PEA agonist 100%; activation, % at 3 µM; 0.99% of 360,000 active;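 active means activation above the mean activation of all test compounds in the run plus 3 SD, cut at about 38% in these data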
# Target sequence (Q96RJ0 whole entry, looked up): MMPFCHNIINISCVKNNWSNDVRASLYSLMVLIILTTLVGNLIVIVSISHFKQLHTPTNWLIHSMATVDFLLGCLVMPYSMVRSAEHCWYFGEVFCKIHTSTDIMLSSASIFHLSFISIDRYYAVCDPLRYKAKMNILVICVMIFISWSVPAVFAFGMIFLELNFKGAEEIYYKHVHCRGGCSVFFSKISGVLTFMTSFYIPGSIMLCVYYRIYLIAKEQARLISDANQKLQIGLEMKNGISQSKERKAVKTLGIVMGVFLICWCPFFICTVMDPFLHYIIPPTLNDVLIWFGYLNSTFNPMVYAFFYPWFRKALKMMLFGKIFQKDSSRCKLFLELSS
#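 Test system: RD-HGA16 (CHO) cells co-expressing Gα16 and hTAAR1 / Benchmarks: DMSO vehicle as 0%, PEA at EC100 as 100% / Repeats: no replicates (n 1) / Measure: % activation from peak over basal fluorescence ratio, DMSO-to-PEA scaled / Timing: 17-24 h plating, Fluo-8 75 min 37 °C, 30 min RT / Technique: kinetic Fluo-8 calcium fluorescence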
# CHRM5 antagonist: human M5 muscarinic receptor antagonists, primary screen, CHO cells, Fluo-8 calcium fluorescence; 0.59% of 360,000 active; Muscarinic acetylcholine receptor M5 (Homo sapiens), P08912; inhibition, % at 3 µM; CHO-hM5 cells, ACh EC80;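 active means inhibition above a per-plate cutoff, the mean of that plate's test compounds plus 3 SD, cut at about 27% in these data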;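 further: 0% = acetylcholine EC80 with DMSO and 100% = DMSO without agonist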
# * marks the source's active call; other numbers are inactive results; x = no result given. Not all compounds are listed, so the mix of outcomes need not match the whole.
SMILES,M4 antag,M5 ag,CHRM5 PAM,M4 ag,M1 ag,M1 PAM,M1 antag,TAAR1 agonist,CHRM5 antagonist
CCOCCCNC(=O)C(NC(=O)C1CCC(=O)N1)c1ccc(C)cc1 (centres undefined),-11,0,-1,0,0,2,8,7,-6
COc1ccc(-n2ccnc2)cc1,5,-1,5,0,-2,9,-7,2,2
Cc1ccc(S(=O)(=O)Nc2cccc(-c3ccc(N4CCCCCC4)nn3)c2)cc1,1,-6,-8,0,-4,2,-1,-1,8
CN(Cc1cnn(C)c1)C(=O)c1cc(COc2c(F)cccc2F)on1,2,0,-1,2,-4,3,-7,8,-6
Cc1cc(C(F)F)n2ncc(C(=O)N3CCCCC3)c2n1,-5,-2,-3,0,-5,9,-11,6,5
O=C1CCCCc2cc(O)c(O)cc21,8,1,2,2,-3,6,-19,3,-3
Cc1ccc(CNc2c(C=O)c(=O)[nH]c3ccccc23)cc1,-3,-5,3,1,-3,10,-18,5,3
O=c1onc(-c2cccs2)n1Cc1ccccc1,-4,-4,-4,-1,-4,3,0,1,5
COc1ccc(Cc2nnc(NS(C)(=O)=O)s2)cc1,4,3,4,0,-2,1,-1,x,-2
CN(C)c1ccc(NC(=O)c2cnsn2)cc1,10,2,5,0,-5,-1,3,1,6
CCn1nc(C)cc1Nc1ccccc1,1,0,-3,0,-2,7,-6,11,5
N#Cc1ccc(C(=O)OCC(=O)N2CCCCCC2)cc1,0,0,-12,2,11,17,-1,1,9
COc1ccc(CNC(=O)CCc2nnc3ccc(N4CCC5(CC4)OCCO5)nn23)cc1,1,-2,1,0,-4,2,-3,0,-5
O=C(Nc1ccncc1)c1ccc(Cl)c(S(=O)(=O)N2CCCCC2)c1,-8,4,-14,16,3,-9,-2,11,8
COCCNC(=O)C1CCCN(Cc2ccccc2-c2ccccc2)CC1 (centres undefined),0,-2,3,0,-8,14,-23,x,-5
Cc1ccc(NC(=O)CC2NCCNC2=O)cc1 (centres undefined),2,-6,-2,0,-4,6,-6,13,4
CC(Sc1nccn1C)C(=O)NC1(C#N)CCCCC1 (centres undefined),6,1,3,0,-2,10,-9,7,3
COc1cc(C)ccc1OCCCOc1c(Cl)cccc1Cl,-8,0,2,-1,-6,3,-5,1,1
OCC1(Cc2ccc(F)cc2F)CCCN(CCCc2ccccc2)C1 (centres undefined),-11,0,-9,6,-10,-16,15,3,3
CCN(CC)S(=O)(=O)c1cc(C)ccc1SC,-1,-1,-6,-1,-7,7,-9,0,8
Cn1nnnc1SCc1nc2scc(-c3ccc(Cl)cc3)c2c(=O)[nH]1,-1,6,-14,12,0,-4,6,3,9
NC(Cc1ccc(F)cc1)c1csc(NC(=O)NC(c2ccccc2)c2ccccc2)n1 (centres undefined),28*,2,-1,17,2,8,-2,56*,3
CCC(C)NS(=O)(=O)c1ccc(NC(=O)C2CCCO2)cc1 (centres undefined),-2,1,-10,15,-1,2,-10,3,12
CC1CCC(N2CCN(c3ncccn3)CC2)C1 (centres undefined),-8,-2,-4,1,-4,1,1,3,0
Cc1ccc(S(=O)(=O)N2CCN(C(=O)N(C)C)CC2)cc1,2,4,0,1,-2,8,-5,2,2
SMILES,M4 antag,M5 ag,CHRM5 PAM,M4 ag,M1 ag,M1 PAM,M1 antag,TAAR1 agonist,CHRM5 antagonist
COc1cccc(-c2ccc(C#N)c(SCC(=O)NCCc3cccc(Cl)c3)n2)c1,0,1,2,1,-9,3,-5,8,-4
Cc1cccn2c(=O)c(C=O)c(N3CCCCC3)nc12,-7,-2,20*,3,-3,-3,4,0,-9
c1ccc(-n2nnnc2N2CCOCC2)cc1,-5,-3,7,0,-4,3,-6,3,-5
COc1ccc(CCN2CC(C(=O)NCCc3cccnc3)CCC2=O)cc1 (centres undefined),-14,-2,-1,1,-2,6,-10,0,-2
COc1cccc2sc3cc(C#CC4(O)CCCCC4)ccc3c(=O)c12,2,5,-30,24,4,5,0,21,8
CCOc1ccc(C2CC(=O)NC(SCC(=O)OC)=C2C#N)cc1 (centres undefined),-9,1,2,0,-5,6,-10,0,-3
N#CCOc1coc(CN2CCN(c3ccccc3)CC2)cc1=O,-2,0,2,1,-2,1,0,1,-3
COc1ccccc1N1CCN(Cc2ccc(-c3ccccc3[N+](=O)[O-])o2)CC1,-12,-3,-14,9,-5,6,-8,12,11
COCCCN(Cc1ccco1)C(=O)Cn1ncc2c(=O)oc3ccc(C)cc3c21,-1,1,-5,3,-2,9,-14,-2,-3
CN1/C(=C\C(=O)COC(=O)c2ccco2)C(C)(C)c2ccccc21,-2,-1,0,4,-2,7,-3,7,9
COc1ccccc1NC(=O)Cn1ccn(-c2cccc3ccccc23)c(=O)c1=O,-8,1,-6,1,-3,4,-5,1,11
O=C(O)CSc1nnc(-c2ccncc2)n1CCc1ccccc1,9,1,2,0,-5,7,-10,10,-3
CC1(C(=O)NS(=O)(=O)c2cccc(Cl)c2)CCN1C(=O)COc1ccc(Cl)cc1 (centres undefined),-3,0,-2,0,-1,18,-12,2,2
Cc1nnsc1NC(=O)OCC(C)(C)C,1,0,5,2,-2,2,-15,17,10
CCCCOc1ccc(-c2nnc(-c3ccncc3)o2)cc1,6,2,-6,8,-3,3,2,5,2
Cc1ccc(C)n1/N=C1/NC(=O)CS1,0,0,4,0,-3,-1,-8,1,4
CN(Cc1nc(-c2ccncc2)no1)S(=O)(=O)c1ccc(Br)cc1,8,1,-17,10,0,-2,6,19,5
Cc1ccc(OCC(=O)Nc2ccncc2)cc1C,4,10,-10,10,3,-4,6,5,3
Cc1ccc(NC(=O)CSc2nc(N)cc(=O)[nH]2)cc1S(=O)(=O)N1CCOCC1,0,-3,-4,1,-4,0,3,-1,5
O=C(O)c1cc(S(=O)(=O)NCCN2CCNC2=O)ccc1O,-3,-3,0,1,1,4,-10,1,-15
CCn1c(N)c(C(=O)NCCOC)sc1=S,-8,-1,-1,2,-2,5,-8,14,-4
COc1ccccc1N1Cc2ccc(OC)c(OC)c2C1=O,-15,-3,3,2,-5,8,-4,2,-4
O=C(CC1C(=O)NCCN1Cc1ccccc1C(F)(F)F)NC1CCCCC1 (centres undefined),-7,-4,-4,1,-2,13,-17,1,13
C[C@@H]1CN([C@H](C)CO)C(=O)c2c(c3ccccc3n2C)-c2ccccc2CO[C@H]1CN(C)Cc1ccccc1,-7,-2,-1,1,-11,-6,-13,-2,1
Nc1nc(SCc2nc(-c3ccccc3)no2)[nH]c(=O)c1-c1ccccc1,-3,10,-6,17,4,10,-4,8,8

# TAAR1 agonist: entries above that show a hit
SMILES,M4 antag,M5 ag,CHRM5 PAM,M4 ag,M1 ag,M1 PAM,M1 antag,TAAR1 agonist,CHRM5 antagonist
NC(Cc1ccc(F)cc1)c1csc(NC(=O)NC(c2ccccc2)c2ccccc2)n1 (centres undefined),28*,2,-1,17,2,8,-2,56*,3

# (more compounds)
SMILES,M4 antag,M5 ag,CHRM5 PAM,M4 ag,M1 ag,M1 PAM,M1 antag,TAAR1 agonist,CHRM5 antagonist
O=C(NCCCN1CCOCC1)c1cc(-c2ccc(Cl)cc2)on1,-6,2,-3,6,-3,5,-15,5,-5
CC(=O)c1ccc(S(=O)(=O)N2CCN(C(=O)CSc3ccc(C)c(C)c3)CC2)cc1,7,-4,-6,5,-7,-9,-6,-2,7
CCn1c(=O)cc(SCC(=O)NCc2cccnc2)c2ccccc21,4,0,1,0,-7,7,-15,9,-4
O=C(Nc1cc(S(=O)(=O)N2CCOCC2)ccc1Cl)c1ccncc1,-4,4,1,2,-2,1,-6,2,3
O=C(NNC(=O)c1ccccc1F)c1ccc(S(=O)(=O)N2CCCCC2)cc1,1,5,8,2,-3,-1,8,3,0
N#Cc1cc([N+](=O)[O-])ccc1N1CCN(c2ccccc2O)CC1,-9,9,-9,14,-4,-5,9,17,-9
CCCNC(=O)c1cc(S(=O)(=O)N2CCCCC2)c[nH]1,-11,4,0,2,-1,12,-13,x,2
Cc1cccc(C)c1NC(=O)c1cnccn1,-7,5,-3,0,4,7,1,1,-6
CC(=O)Nc1ccc(CN(C)CC2CCCN(CCc3cccc(C(F)(F)F)c3)C2)cc1 (centres undefined),26,-22,-10,1,-8,-29,52*,3,9
O=C1CC[C@@H]2CC(N3CCN(c4ccccc4)CC3)C[C@@H]3CCN1[C@H]23 (some centres undefined),1,-5,0,1,-9,8,-12,15,10
O=C(c1ccccc1)C(Cn1cncn1)C(Sc1ccccc1)c1ccccc1 (centres undefined),-3,-4,-13,2,-3,-5,10,5,5
COC(=O)c1cccc(NC(=O)/C=C/c2ccc([N+](=O)[O-])cc2)c1,-8,-1,3,2,-3,-3,3,11,-6
COc1ccc(C(=O)Nc2nnc([C@@H]3C[C@H](O)[C@@H](CO)O3)s2)cc1,1,2,-3,0,1,10,-10,1,-5
S=c1nc(Cc2ccccc2)[nH]c2ccccc12,-4,-1,-4,-1,-4,9,-18,3,1
CCOC(=O)c1cccc(NC(=O)CSc2nnc(C3CCCCC3)n2C)c1,-6,-6,-3,0,0,7,-2,-1,1
CCc1ccccc1NC(=O)C1COc2ccccc2O1 (centres undefined),11,-6,-4,-1,-2,-4,-3,0,-4
CNC(=O)COC(=O)c1cc(-c2ccccc2)nn1-c1ccccc1,-6,-6,1,1,-9,-6,8,0,7
CC(=O)c1c(O)cc(=O)n(-c2ccccc2)c1-c1ccc(C)cc1,0,0,-7,0,2,2,-23,7,10
COC(=O)c1cc(OC)c(OC)cc1NC(=O)CCC1CCCC1,0,-9,-4,-2,-7,1,-4,13,-7
CC(C)CC(=O)Nc1ccccc1-c1nnn(CC(=O)N2CCOCC2)n1,0,2,-2,0,-4,6,-1,4,0
CCN(C(=O)CSc1nnc(-c2cccc(Cl)c2)n1N)c1c(N)n(Cc2ccccc2)c(=O)[nH]c1=O,-7,4,8,0,0,10,-14,7,0
CC1(C(=O)Nc2ccc(Cl)c(C(F)(F)F)c2)Cc2c(-c3ccc(C(N)=O)cc3)ccnc2O1 (centres undefined),0,2,-3,4,-3,-5,9,30,0
Cc1cccc(CN2CCN(c3nc4nonc4nc3NC3CC3)CC2)c1,-1,-18,-13,2,-7,-12,31,1,19
COC(=O)N(C)c1ccccc1C(=O)N1CCOCC1,-5,-2,4,0,-4,4,0,2,1
